Rac1 wt GTP bind = modulators of human Rac1 wildtype GTP binding; P63000; GST-Rac1 beads, fluorescent GTP binding, flow cytometry; actives lie on both sides; 0 = cold GTP competed, 100 = untreated; GTP binding activity (% of control), % at 10 µM; actives 0.27% (n = 190,000); AID 757;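 active = GTP binding activity at least 20 points away from the 100% control level, either lower or higher; inconclusive = compound flagged as likely green fluorescent, judged across all proteins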
Avidin fluor = compound fluoresces at 488/530 nm on avidin beads. compound fluorescence 488/530 nm, flow cytometry; stronger effect = higher value. fluorescence (KMESF) at 10 µM. actives 0.38% (n = 220,000). AID 1775; in the data active = fluorescence above about 47; also: inactives centre near 10
Rab2A wt mod = changes GTP binding to wildtype dog Rab2A, up or down | P61105 | actives 0.19% (n = 190,000) | GTP binding activity, % at 10 µM | GST-Rab2 wt beads, Bodipy-GTP binding, flow cytometry;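 active = GTP binding activity at least 20 points away from 100%, either lowered or raised; inconclusive = signal likely due to the compound's own green fluorescence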;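 also: 0% = beads with excess unlabeled GTP and 100% = no-compound control corrected for plate trend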
Cdc42 wt GTP = human Cdc42 wildtype GTP binding change, either direction | actives 0.2% (n = 190,000) | percent activity (GTP binding), % at 10 µM | AID 761 | GST-Cdc42 beads, Bodipy-GTP binding, flow cytometry; actives lie on both sides;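 active = percent activity GTP binding at least 20 points away from the 100% baseline, either down as inhibitor or up as activator; inconclusive = compound flagged as likely green fluorescent from well-wide comparison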;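 also: median bead fluorescence of bound Bodipy-FL-GTP at 100 nM; 0% = excess unlabeled GTP control and 100% = no compound control; below 100% means less GTP binding so inhibitor and above means activator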
Target sequence (P60953 whole entry, looked up): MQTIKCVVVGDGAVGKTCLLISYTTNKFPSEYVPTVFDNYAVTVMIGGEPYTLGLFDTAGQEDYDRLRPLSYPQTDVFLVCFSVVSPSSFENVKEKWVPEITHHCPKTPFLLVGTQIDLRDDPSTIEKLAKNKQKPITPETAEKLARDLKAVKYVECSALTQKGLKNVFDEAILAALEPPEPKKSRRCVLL
HRas wt GTP = changes GTP binding to wildtype human HRas; actives 0.14% (n = 190,000); P01112; GTP binding activity, % at 10 µM; AID 759; GST-Ras wt beads, Bodipy-FL-GTP binding, flow cytometry; actives lie on both sides;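 active = GTP binding activity at least 20% away from the 100% baseline, either lowered as inhibitor or raised as activator; inconclusive = flagged as likely green fluorescent, judged across all proteins in the well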;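 also: 0% = unlabeled GTP competition control and 100% = no-compound control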
Target sequence (P01112 whole entry, looked up): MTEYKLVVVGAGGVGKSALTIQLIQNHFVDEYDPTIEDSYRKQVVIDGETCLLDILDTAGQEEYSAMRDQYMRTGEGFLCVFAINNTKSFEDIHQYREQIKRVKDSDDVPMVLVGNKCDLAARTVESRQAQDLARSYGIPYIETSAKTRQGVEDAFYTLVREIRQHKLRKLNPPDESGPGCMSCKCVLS
ABCG2 inh = human ABCG2 inhibition, ABCB1 as counter-screen; AID 1325; inhibition, % at 6.6 µM; actives 0.1% (n = 190,000); IgMXP3 cells, JC-1 efflux, flow cytometry; Q9UNQ0;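 active = inhibition above 80%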;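 also: 0% = DMSO and 100% = nicardipine control wells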
Target sequence (Q9UNQ0 whole entry, looked up): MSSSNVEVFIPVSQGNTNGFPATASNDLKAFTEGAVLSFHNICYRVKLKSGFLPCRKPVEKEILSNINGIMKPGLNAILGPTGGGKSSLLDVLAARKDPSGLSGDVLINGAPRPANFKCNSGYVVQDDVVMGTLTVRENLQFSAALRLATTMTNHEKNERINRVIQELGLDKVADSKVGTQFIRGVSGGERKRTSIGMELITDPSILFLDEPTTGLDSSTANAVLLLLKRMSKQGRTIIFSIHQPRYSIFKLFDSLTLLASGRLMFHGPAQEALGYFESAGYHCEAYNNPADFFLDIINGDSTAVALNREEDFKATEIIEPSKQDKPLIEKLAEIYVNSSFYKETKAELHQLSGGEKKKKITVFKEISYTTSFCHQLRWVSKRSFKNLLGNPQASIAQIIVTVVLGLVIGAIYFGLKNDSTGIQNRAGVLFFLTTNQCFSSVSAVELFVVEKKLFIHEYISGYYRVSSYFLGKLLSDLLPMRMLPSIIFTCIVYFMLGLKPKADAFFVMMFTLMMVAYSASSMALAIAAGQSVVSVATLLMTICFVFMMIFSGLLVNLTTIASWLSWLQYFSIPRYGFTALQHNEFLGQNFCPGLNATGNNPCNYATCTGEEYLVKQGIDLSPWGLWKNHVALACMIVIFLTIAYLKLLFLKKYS
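Times: 10 min at 25 °C | Test system: Two drug-resistant human cell lines, ABCG2 and ABCB1 | Quantity: 3 million cells/mL final, two lines in 1:1 ratio | Signal: Flow cytometry, 530 nm JC-1 signal | Dosing: Compound at 6.6 µM | Controls: Nicardipine and DMSO wells | Reagent: JC-1 as fluorescent efflux pump substrate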
GSH fluor = GSH bead compound fluorescence profile | fluorescence (KMESF) at 10 µM | actives 0.25% (n = 190,000) | GSH beads flow cytometry, compound fluorescence 488/530 nm; stronger effect = higher value | AID 1776; in the data active = fluorescence above about 89;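 also: glutathione beads carrying GST-tagged Bcl family fusion proteins plus one bare bead set; values are compound well signal with DMSO vehicle wells as background; inactives centre near 16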
Rac1 act GTP bind = human Rac1 activated mutant GTP binding change; P63000; GST-Rac1 activated beads, fluorescent GTP binding, flow cytometry; actives lie on both sides; 100% means binding = to untreated wells; percent activity (GTP binding), % at 10 µM; actives 0.11% (n = 190,000); AID 764;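 active = GTP binding at least 20 percentage points away from the 100% baseline, in either direction, so actives lie on both sides; inconclusive = Compound likely fluorescent itself, or too few beads counted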
Pf gamet viab = inhibitors of late stage P. falciparum gametocyte viability. P. falciparum stage V gametocytes, ATP luminescence, 24 h. inhibition, % at 10.9 µM. actives 0.065% (n = 150,000);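 active = inhibition above the mean plus 3 SD of compounds within the control limits, set per campaign, cut at about 38% in these data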;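 also: 0% = DMSO wells and 100% = medium only without gametocytes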
ABCB1 inh = blocks JC-1 efflux by human ABCB1 transporter | P08183 | CCRF-Adr cells, flow cytometry | inhibition, % at 6.6 µM | actives 0.067% (n = 190,000) | AID 1326; in the data active = inhibition above about 40%;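 also: 0% = vehicle and 100% = reference inhibitor; higher value means more JC-1 retained so stronger ABCB1 efflux block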
Rab7 wt GTP bind = alters GTP binding to wildtype dog Rab7 | actives 0.055% (n = 190,000) | GTP binding activity (percent of control), % at 10 µM | GST-Rab7 beads, fluorescent GTP binding, flow cytometry; actives lie on both sides; untreated = 100%, excess cold GTP = 0% | AID 758;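 active = fluorescent GTP binding to Rab7 beads changed by at least 20 points from the 100% baseline, either direction, mostly lower; inconclusive = compound itself probably fluorescent, or too few beads counted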;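 also: median green fluorescence of bound Bodipy-FL-GTP per Rab7 bead population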
Numbers without * were called inactive; u = inconclusive; x = no result given.

SMILES	HRas wt GTP	Rac1 wt GTP bind	Avidin fluor	ABCB1 inh	Pf gamet viab	GSH fluor	Rab2A wt mod	Rac1 act GTP bind	Cdc42 wt GTP	Rab7 wt GTP bind	ABCG2 inh
COc1ccc(OCC(=O)Nc2ccc(N3CCN(C(=O)c4ccccc4C)CC3)cc2)cc1	95.0	99.0	8	3.9	-1.2	16	96.0	95.0	96.0	97.0	0.0
O=C(CN1CCN(c2ccc(Cl)cc2)CC1)Nc1ccc(F)cc1	102.0	102.0	11	0.0	-17.2	8	98.0	99.0	103.0	98.0	-0.4
CC1CC(C)CN(CCCNC(=O)C2CCN(S(=O)(=O)N3CCCCC3)CC2)C1 (stereo not given)	102.0	102.0	11	0.3	7.8	15	102.0	100.0	104.0	102.0	0.7
Cc1ccc(C(=O)/C=C/c2ccc(Br)cc2)o1	97.0	92.0	11	0.2	16.0	25	95.0	94.0	94.0	97.0	0.8
O=C(O/N=C1\CCCCC1c1ccc([N+](=O)[O-])cc1[N+](=O)[O-])c1c(F)cccc1F (stereo not given)	98.0	94.0	5	9.2	-4.6	57	93.0	94.0	97.0	90.0	15.8
O=C(NCc1ccco1)c1csc2c1CCCCC2	99.0	99.0	9	0.1	-23.7	12	99.0	96.0	101.0	102.0	6.1
O=C(COC(=O)CCc1ccc(S(=O)(=O)N2CCOCC2)cc1)NCc1ccccc1	95.0	95.0	5	-0.6	22.8	x	96.0	92.0	96.0	105.0	-0.1
Cc1ccc(CSCCNC(=O)c2ccccc2)cc1	96.0	104.0	2	5.7	x	9	99.0	98.0	99.0	97.0	16.9
C=CCn1c(SCC(=O)N2N=C(c3ccco3)CC2c2ccco2)nnc1-c1ccncc1 (stereo not given)	93.0	96.0	10	1.4	-11.0	16	97.0	96.0	96.0	101.0	2.3
Cc1ccc2c(CC(=O)OC3CCOC3=O)coc2c1 (stereo not given)	100.0	92.0	27	0.9	x	14	99.0	96.0	99.0	99.0	5.8
CCN1CCC(NC(=O)Nc2ccc(F)cc2F)CC1	99.0	104.0	11	0.4	-7.4	55	98.0	97.0	95.0	107.0	1.1
CC1CCCC(NC(=O)c2ccc(CNc3c(N4CCCC4)c(=O)c3=O)cc2)C1C (stereo not given)	100.0	101.0	6	0.6	x	16	100.0	99.0	105.0	101.0	1.4
CC(C)C12CCC(C(=O)O)C(C1)C(=O)O2 (stereo not given)	102.0	104.0	14	0.0	x	15	104.0	98.0	105.0	104.0	2.0
Cc1ccccc1NC(=S)NC(NC(=O)c1ccccc1C)C(Cl)(Cl)Cl (stereo not given)	102.0	102.0	16	0.2	x	29	103.0	99.0	105.0	99.0	0.3
COc1ccccc1Oc1coc2c(CN(C)C)c(O)ccc2c1=O	96.0	97.0	18	0.2	x	9	98.0	95.0	96.0	93.0	0.1
CCOc1ccc(N=C2C(=O)N(CN3CCOCC3)c3ccccc32)cc1	101.0	100.0	14	-0.3	x	22	102.0	98.0	101.0	96.0	-0.2
Cc1nnc(SCc2ccc(C(=O)Nc3cc(Cl)ccc3C)cc2)s1	98.0	101.0	20	-1.8	x	14	99.0	99.0	98.0	98.0	14.1
CC(C(=O)Nc1ccccc1F)N1C(=O)c2ccccc2C1=O (stereo not given)	105.0	107.0	26	0.4	x	12	106.0	98.0	107.0	110.0	1.1
O=C(NCCN1CCOCC1)c1cccs1	101.0	105.0	9	0.7	x	17	102.0	98.0	101.0	100.0	1.4
COc1cc(S(=O)(=O)NCC2CCCO2)c(OC)cc1Cl (stereo not given)	99.0	105.0	11	0.1	14.1	28	99.0	99.0	103.0	101.0	-1.0
Cc1ccc(C)c(C(=O)CN2C3=NCCCN3c3ccccc32)c1	100.0	101.0	11	0.3	x	14	100.0	98.0	102.0	101.0	0.4
O=C(CSc1nnc2ccccn12)Nc1ccccc1C(=O)O	u	u	17	0.1	-0.9	63	u	u	u	u	0.1
CNC(=O)c1nnc(Cc2ccc(F)cc2)o1	101.0	105.0	8	-2.5	x	21	103.0	101.0	99.0	101.0	-4.9
CCCn1cc(S(=O)(=O)CC(=O)Nc2ccc(OCC)cc2)c2ccccc21	99.0	101.0	8	1.1	x	28	99.0	96.0	101.0	99.0	6.7
CCOC(=O)c1sc(NC(=O)CSc2ncn[nH]2)c(C#N)c1C	100.0	100.0	39	-0.1	x	12	98.0	99.0	102.0	98.0	-0.3
CCOC(=O)N1CCC(N2C(=O)c3ccccc3C2Nc2ccc3c(C)cc(=O)oc3c2)CC1 (stereo not given)	101.0	106.0	9	-2.3	x	22	100.0	102.0	101.0	99.0	-4.6
COc1ccc(C2=NN(c3nc(C(=O)O)cs3)C(O)(C(F)(F)F)C2)c(OC)c1 (stereo not given)	94.0	93.0	9	0.0	4.4	13	93.0	92.0	93.0	102.0	1.0
CC(=O)NC(CC(=O)NC1CCCCC1)c1ccccc1 (stereo not given)	101.0	105.0	5	-0.2	3.9	16	101.0	101.0	104.0	101.0	0.1
COc1cccc(NC(=O)c2cc([N+](=O)[O-])ccc2N2CCN(C)CC2)c1	96.0	99.0	9	0.5	-4.7	17	96.0	97.0	96.0	97.0	3.0
CC(=O)NCCc1cc2cc(C)c(C)cc2[nH]c1=O	96.0	91.0	8	0.1	x	16	93.0	93.0	96.0	100.0	0.8
CSc1ccccc1NC(=S)Nc1cccc(C(F)(F)F)c1	102.0	100.0	10	-0.3	x	42	100.0	97.0	99.0	101.0	0.0
CC(=O)N(/N=C1\Sc2ccccc2C1=O)c1ccccc1C	100.0	100.0	7	0.5	8.0	36	101.0	99.0	100.0	97.0	4.1
CCc1ccc(S(=O)(=O)c2n[nH]n3c2nc(=O)c2ccccc23)cc1	96.0	101.0	32	-0.3	1.4	26	95.0	95.0	97.0	99.0	-1.7
O=C(NN1CCCCC1)c1cnn2c(C(F)F)cc(-c3ccccc3)nc12	95.0	96.0	8	0.3	-26.1	14	96.0	95.0	94.0	93.0	3.4
COc1ccc(NC(=O)CCN2CC(C)OC(C)C2)c(OC)c1 (stereo not given)	101.0	103.0	7	0.3	x	22	99.0	100.0	102.0	100.0	0.4
Cc1cc(=O)[nH]c(SCC(=O)Nc2ccc(Cl)cn2)n1	95.0	99.0	13	-0.5	x	25	95.0	94.0	96.0	97.0	23.3
O=C(COC(=O)/C=C/c1ccc(Cl)cc1)Nc1ccccc1-c1ccccc1	94.0	97.0	24	0.0	-14.8	10	93.0	94.0	98.0	96.0	46.7
Cc1c(C(=O)OCC(=O)N2CC(=O)Nc3ccccc32)oc2ccc(Br)cc12	106.0	112.0	9	0.0	-15.6	10	102.0	100.0	105.0	102.0	0.1
CCCC(C)NC(=O)c1ccc2[nH]c3c(c2c1)CC(C)CC3 (stereo not given)	96.0	99.0	12	0.5	x	30	95.0	98.0	96.0	100.0	23.6
CCCCCc1nc2sc3c(c2c(=O)n1NC(=O)c1ccc([N+](=O)[O-])cc1)CC(C)(C)OC3	96.0	100.0	5	1.1	4.3	10	96.0	97.0	96.0	95.0	-0.8
Cc1cc(C(=O)COC(=O)c2ccc[nH]c2=O)c(C)n1-c1ccc(Br)cc1	99.0	101.0	3	1.6	5.8	5	96.0	98.0	99.0	100.0	4.6
CCOC(=O)c1ccccc1NS(=O)(=O)c1ccc(S(=O)(=O)N2CCCC2)cc1	100.0	96.0	15	1.2	-23.9	34	98.0	98.0	100.0	99.0	2.0
CCOc1ccc(NC(=O)C(C)NS(=O)(=O)c2ccc(NC(C)=O)cc2)cc1 (stereo not given)	99.0	100.0	13	0.5	9.9	14	97.0	94.0	96.0	103.0	3.8
COc1ccccc1CCNC(=O)c1cc(-c2ccncc2)nc2ccc(Br)cc12	91.0	96.0	11	3.1	15.8	26	93.0	95.0	93.0	93.0	8.9
N#Cc1nc(-c2ccco2)oc1N1CCCC1	103.0	104.0	33	0.5	x	17	101.0	100.0	107.0	96.0	3.6
O=C(O)c1cnn(-c2nc(-c3ccc(F)cc3)cs2)c1C(F)(F)F	98.0	97.0	10	1.4	-2.3	13	96.0	92.0	97.0	99.0	3.2
NC1=NC(c2cn[nH]c2-c2cccc(F)c2)n2c(nc3ccccc32)N1 (stereo not given)	99.0	101.0	9	0.5	-17.6	17	98.0	95.0	101.0	104.0	13.4
CC(=O)Nc1ccc2c(c1)N(C(C)=O)c1ccccc1CC2	100.0	102.0	8	1.0	0.3	17	97.0	97.0	97.0	100.0	1.7
Cc1cc(NCc2ccccc2)nc2ccccc12	100.0	105.0	6	0.1	x	18	99.0	100.0	101.0	98.0	1.5
c1ccc2c(c1)ncn2CCCOc1ccc2c(c1)CCC2	101.0	102.0	14	1.1	-10.0	8	102.0	96.0	100.0	104.0	4.8

(more compounds)
SMILES	HRas wt GTP	Rac1 wt GTP bind	Avidin fluor	ABCB1 inh	Pf gamet viab	GSH fluor	Rab2A wt mod	Rac1 act GTP bind	Cdc42 wt GTP	Rab7 wt GTP bind	ABCG2 inh
COC(=O)c1c(NC(=O)CSc2nnc(-c3cccnc3)n2Cc2ccco2)sc(C)c1C	100.0	103.0	13	2.4	5.6	30	100.0	99.0	106.0	98.0	4.5
O=C1CN(C(=O)c2ccccc2F)c2ccccc2N1	99.0	101.0	23	0.9	x	20	100.0	99.0	103.0	104.0	15.7
CCOc1ccc(S(=O)(=O)N(C)c2ccc(OCC(=O)NCc3ccco3)cc2)cc1	99.0	101.0	7	0.2	6.2	5	97.0	100.0	100.0	97.0	0.4
O=C(Cn1cnc2ccccc2c1=O)Nc1ccc2c(c1)CCC2	98.0	98.0	20	0.4	x	6	96.0	96.0	98.0	95.0	5.5
COC(=O)c1ccc(Oc2nc(Nc3ccc(C)c(C)c3)nc(N(C)C)n2)cc1	98.0	100.0	27	1.6	-15.2	19	98.0	96.0	99.0	101.0	6.2
O=C(Cc1ccccc1[N+](=O)[O-])NCCCN1CCOCC1	102.0	101.0	14	1.1	-0.7	15	98.0	100.0	103.0	100.0	8.6
Cc1c(C#N)c(NC(=O)C(C)C)n(Cc2ccccc2)c1C	96.0	98.0	9	0.5	14.0	13	98.0	92.0	96.0	102.0	-1.2
